Assay outcomes from PubChem BioAssay.
Rab7 wt GTP bind = modulators of GTP binding to Rab7, primary screen, biochemical, wildtype, multiplex bead flow cytometry | Rab7 GTPase wild type (dog), Bodipy-FL-GTP binding | GST-Rab7 beads, fluorescent GTP binding; actives lie on both sides; untreated = 100%, excess cold GTP = 0% | GTP binding activity (percent of control), % at 10 µM | hit rate 0.055% among 190,000 | AID 758, 2007;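 active = fluorescent GTP binding to Rab7 beads changed by at least 20 points from the 100% baseline, either direction, mostly lower; inconclusive = compound itself probably fluorescent, or too few beads counted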;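 also: median green fluorescence of bound Bodipy-FL-GTP per Rab7 bead population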
HRas wt GTP = modulators of GTP binding to HRas wildtype, primary screen, biochemical, bead-based flow cytometry, multiplex; AID 759, 2007; hit rate 0.14% among 190,000; GST-Ras wt beads, Bodipy-FL-GTP binding; actives lie on both sides; GTP binding activity, % at 10 µM;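 active = GTP binding activity at least 20% away from the 100% baseline, either lowered as inhibitor or raised as activator; inconclusive = flagged as likely green fluorescent, judged across all proteins in the well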;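 also: 0% = unlabeled GTP competition control and 100% = no-compound control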
Avidin bead fluor = green autofluorescence of compounds with avidin beads – biophysical, 488/530 nm, flow cytometry, artefact control, profiling panel; compound fluorescence 488/530 nm; stronger effect = higher value; fluorescence (KMESF) at 10 µM; hit rate 0.38% among 220,000; AID 1775, 2009; in the data active = fluorescence above about 47; also: inactives centre near 10
Cdc42 wt = modulators of GTP binding to wildtype Cdc42, primary screen, biochemical, multiplex bead flow cytometry, Bodipy-GTP; GST-Cdc42 beads; actives lie on both sides; percent activity (GTP binding), % at 10 µM; hit rate 0.2% among 190,000;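 active = percent activity GTP binding at least 20 points away from the 100% baseline, either down as inhibitor or up as activator; inconclusive = compound flagged as likely green fluorescent from well-wide comparison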;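 also: median bead fluorescence of bound Bodipy-FL-GTP at 100 nM; 0% = excess unlabeled GTP control and 100% = no compound control; below 100% means less GTP binding so inhibitor and above means activator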
Rab2A wt mod = modulators of GTP binding to Rab2A wildtype, primary screen, biochemical, dog, bead-based flow cytometry, multiplex. Ras-related protein Rab-2A (Canis lupus familiaris), P61105. GST-Rab2 wt beads, Bodipy-GTP binding. GTP binding activity, % at 10 µM. hit rate 0.19% among 190,000. AID 760, 2007;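 active = GTP binding activity at least 20 points away from 100%, either lowered or raised; inconclusive = signal likely due to the compound's own green fluorescence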;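 also: 0% = beads with excess unlabeled GTP and 100% = no-compound control corrected for plate trend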
Pf gametocyte = late stage P. falciparum gametocyte viability inhibitors, primary screen, ATP luminescence, HTS; P. falciparum stage V gametocytes, 24 h; inhibition, % at 10.9 µM; hit rate 0.065% among 150,000; AID 743093, 2013;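 active = inhibition above the mean plus 3 SD of compounds within the control limits, set per campaign, cut at about 38% in these data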;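 also: 0% = DMSO wells and 100% = medium only without gametocytes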
Rac1 wt modul = wildtype Rac1 GTP binding modulators, primary screen, biochemical, GST-Rac1 beads, flow cytometry, multiplex; Ras-related C3 botulinum toxin substrate 1 (Homo sapiens), P63000; fluorescent GTP binding; actives lie on both sides; 0 = cold GTP competed, 100 = untreated; GTP binding activity (% of control), % at 10 µM; hit rate 0.27% among 190,000; AID 757, 2007;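 active = GTP binding activity at least 20 points away from the 100% control level, either lower or higher; inconclusive = compound flagged as likely green fluorescent, judged across all proteins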
Rac1 mut GTP = GTP binding modulators of activated mutant Rac1, primary screen, biochemical, bead-based flow cytometry, multiplex, fluorescent GTP | percent activity (GTP binding), % at 10 µM | GST-Rac1 activated beads; actives lie on both sides; 100% means binding = to untreated wells | hit rate 0.11% among 190,000 | Ras-related C3 botulinum toxin substrate 1 (Homo sapiens), P63000;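 active = GTP binding at least 20 percentage points away from the 100% baseline, in either direction, so actives lie on both sides; inconclusive = Compound likely fluorescent itself, or too few beads counted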
ABCB1 inh = ABCB1 efflux pump inhibitors, primary screen, cell-based, multiplex, flow cytometry, ABCG2 counter-screen | ATP-dependent translocase ABCB1 (Homo sapiens), P08183 | CCRF-Adr cells, JC-1 efflux | inhibition, % at 6.6 µM | hit rate 0.067% among 190,000 | AID 1326, 2008; in the data active = inhibition above about 40%;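 also: 0% = vehicle and 100% = reference inhibitor; higher value means more JC-1 retained so stronger ABCB1 efflux block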
Target sequence (P08183 whole entry, looked up): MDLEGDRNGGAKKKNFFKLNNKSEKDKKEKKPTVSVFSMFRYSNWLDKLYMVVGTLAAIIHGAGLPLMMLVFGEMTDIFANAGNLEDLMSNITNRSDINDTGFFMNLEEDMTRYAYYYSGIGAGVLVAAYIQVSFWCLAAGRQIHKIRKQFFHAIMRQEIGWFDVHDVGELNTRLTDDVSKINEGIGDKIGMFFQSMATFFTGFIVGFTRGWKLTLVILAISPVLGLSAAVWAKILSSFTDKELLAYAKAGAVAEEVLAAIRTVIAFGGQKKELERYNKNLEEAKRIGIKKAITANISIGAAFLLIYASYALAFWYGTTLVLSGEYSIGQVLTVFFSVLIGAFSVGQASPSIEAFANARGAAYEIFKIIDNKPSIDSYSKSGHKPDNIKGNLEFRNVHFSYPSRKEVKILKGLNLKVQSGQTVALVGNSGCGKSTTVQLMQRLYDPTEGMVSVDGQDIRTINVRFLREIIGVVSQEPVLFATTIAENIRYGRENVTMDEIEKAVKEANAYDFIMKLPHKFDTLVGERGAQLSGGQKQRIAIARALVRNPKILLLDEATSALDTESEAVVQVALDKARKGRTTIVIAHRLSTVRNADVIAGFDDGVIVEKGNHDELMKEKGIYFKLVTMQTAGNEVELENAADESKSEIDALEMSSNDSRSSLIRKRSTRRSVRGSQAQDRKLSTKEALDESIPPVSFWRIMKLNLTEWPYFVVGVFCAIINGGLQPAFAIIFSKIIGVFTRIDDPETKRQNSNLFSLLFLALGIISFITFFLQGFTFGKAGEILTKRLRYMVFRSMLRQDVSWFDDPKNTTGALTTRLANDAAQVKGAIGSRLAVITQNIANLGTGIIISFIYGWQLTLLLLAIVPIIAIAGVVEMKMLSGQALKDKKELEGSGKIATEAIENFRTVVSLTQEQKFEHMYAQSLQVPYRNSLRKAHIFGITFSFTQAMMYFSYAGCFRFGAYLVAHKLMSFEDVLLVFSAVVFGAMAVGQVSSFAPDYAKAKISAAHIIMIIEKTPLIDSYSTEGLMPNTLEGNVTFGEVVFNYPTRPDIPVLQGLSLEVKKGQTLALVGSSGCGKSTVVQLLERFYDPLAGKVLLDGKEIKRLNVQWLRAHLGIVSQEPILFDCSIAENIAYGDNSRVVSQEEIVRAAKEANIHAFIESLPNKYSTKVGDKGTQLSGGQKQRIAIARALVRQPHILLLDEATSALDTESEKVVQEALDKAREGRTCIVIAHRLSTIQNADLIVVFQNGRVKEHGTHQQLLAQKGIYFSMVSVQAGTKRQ
GSH bead fluor = compound fluorescence on glutathione beads, profiling panel, artefact control, biophysical, 488/530 nm, flow cytometry; GSH beads flow cytometry, compound fluorescence 488/530 nm; stronger effect = higher value; fluorescence (KMESF) at 10 µM; hit rate 0.25% among 190,000; AID 1776, 2009; in the data active = fluorescence above about 89;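 also: glutathione beads carrying GST-tagged Bcl family fusion proteins plus one bare bead set; values are compound well signal with DMSO vehicle wells as background; inactives centre near 16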
ABCG2 block = ABCG2 efflux pump inhibitors, primary screen, multiplex with ABCB1, IgMXP3 cells, flow cytometry; Broad substrate specificity ATP-binding cassette transporter ABCG2 (Homo sapiens), Q9UNQ0; JC-1 efflux; inhibition, % at 6.6 µM; hit rate 0.1% among 190,000; AID 1325, 2008;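 active = inhibition above 80%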;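 also: 0% = DMSO and 100% = nicardipine control wells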
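Assay system – ABCG2 IgMXP3 and barcoded ABCB1 CCRF-Adr cell mix · Input – 3 million cells/mL in well · Reagent – JC-1 fluorescent substrate · Compound – single test compound dose, 6.6 µM final · Timing – 10 min exposure at 25 °C with rotation, no wash · Detection – flow cytometry of retained JC-1 fluorescence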
The depositor's hits bear a star; ? = inconclusive; nt = no result given. Not a hit list (roughly 1.1% active in at least one column).

SMILES	Rab7 wt GTP bind	HRas wt GTP	Avidin bead fluor	Cdc42 wt	Rab2A wt mod	Pf gametocyte	Rac1 wt modul	Rac1 mut GTP	ABCB1 inh	GSH bead fluor	ABCG2 block
NC(N)=N/N=C/c1ccc(OCc2ccccc2)cc1	92	93	39	92	91	nt	91	92	0.0	12	3
CCOc1ccc(C(=O)Nc2ccccc2CC)cc1[N+](=O)[O-]	101	100	5	102	99	6	104	99	0.6	9	5
CC(=O)NC(NC(=S)N1CCCCCC1)C(Cl)(Cl)Cl (stereo not given)	102	98	11	97	96	-14	96	93	0.2	10	0
CN1/C(=C\C(=O)c2cccnc2)Sc2ccccc21	97	97	12	97	98	-4	99	99	0.5	19	5
COCCCNC(=O)CSC1=Nc2ccccc2C2=NC(Cc3c[nH]c4ccccc34)C(=O)N12 (stereo not given)	101	100	7	101	99	nt	101	98	-0.5	24	-5
Cc1ccc(N=Cc2ccc(O)cc2O)cc1F	97	97	29	97	98	21	94	94	0.5	18	2
CCCCOc1ccc(/C=C/C(=O)NCCc2nc3ccccc3[nH]2)cc1	103	105	8	107	103	nt	108	102	0.1	13	2
CN(CCC(=O)Nc1ccc2c(c1)OCO2)Cc1ccccc1	97	99	24	102	99	nt	102	98	0.6	9	1
CCCCCCOc1ccc(N2C(=O)CC(N3CCN(CCN=CC4C(=O)CC(C)(C)CC4=O)CC3)C2=O)cc1 (stereo not given)	102	98	85*	101	100	13	108	101	0.7	14	1
CCOc1ccccc1NC(=O)NC1CCN(CC(=O)Nc2ccc3c(c2)OCCO3)CC1	98	96	16	100	98	-17	97	97	1.8	22	8
Cc1nnc(SCCN2CCOCC2)c2nn(-c3ccccc3F)c(C)c12	101	101	13	98	100	7	105	100	0.8	3	5
CC(c1nccs1)N(C)C(=O)CCc1nnc(CCc2ccccc2)o1 (stereo not given)	94	93	9	94	95	-8	96	95	-0.1	51	0
COc1ccccc1NC(=O)CS(=O)(=O)c1cccc2nsnc12	98	102	36	106	102	6	112	100	1.8	23	38
COC(=O)c1sccc1NC(=O)CNC(=O)c1ccccc1	95	97	13	99	99	17	100	98	1.1	15	5
O=C(/C=C/c1ccc(Cl)cc1)Nc1ccccc1N1CCOCC1	95	100	2	101	97	nt	102	101	1.1	4	7
Cc1cc(C)n2nc(C(=O)NCc3cccc(C(F)(F)F)c3)nc2n1	105	102	11	98	100	-15	100	99	0.5	12	2
COc1ccc(/C=C(\C#N)C(=O)OCC(=O)NC(C)c2ccccc2)cc1 (stereo not given)	97	100	7	101	99	-19	103	101	9.8	11	13
Cc1ccc(C=Nc2ccccc2C(=O)Nc2ccccc2)cc1	104	105	2	103	102	nt	105	100	0.7	7	2
Cc1cc(NC(=O)Cn2nnc(-c3ccccc3N)n2)no1	99	98	14	95	98	8	99	96	-0.2	7	0
N#C/C(=C(/O)c1ccco1)c1nc2ccccc2[nH]1	108	99	7	100	101	12	103	96	-2.3	12	11
C=CCn1c(-c2csc(-c3ccccc3)n2)n[nH]c1=S	91	93	7	93	95	nt	95	94	-0.6	9	-2
Cn1c(C(=O)NCc2ccccn2)cc2c(=O)n3ccccc3nc21	100	101	33	99	104	nt	102	96	1.1	27	20
Nc1nc(CN2CCN(c3ccccn3)CC2)nc(Nc2ccc(Cl)cc2)n1	97	94	23	94	95	nt	93	95	1.4	24	11
Nc1c(S(=O)(=O)c2ccccc2)c2nc3ccccc3nc2n1/N=C/c1cccc(O)c1	95	73*	12	74*	70*	19	88	87	0.6	11	2
CSC1=C(C#N)C(c2ccccc2)C(C(C)=O)=C(C)N1 (stereo not given)	106	103	10	101	101	16	103	97	0.1	17	9
Cn1c(N)c(C(=O)CN2CCc3ccccc3C2)c(=O)n(C)c1=O	98	97	23	96	98	22	98	99	0.8	24	2
Cc1ccc(-c2nnc(N3CCN(C(=O)CSc4ncn[nH]4)CC3)c3ccccc23)cc1	98	98	12	97	96	9	97	95	0.3	25	3
O=C(CSCc1c(Cl)cccc1Cl)NCc1ccccn1	100	98	9	98	97	-1	104	97	0.0	24	0
Cc1cc(/C=N\NC(=O)COc2cccc3cccnc23)c(C)n1-c1ccccc1	104	100	10	100	99	-1	102	100	1.6	12	15
CC(NC(=O)c1ccccc1)c1nnc(SCc2nc3ccccc3c(=O)[nH]2)n1C (stereo not given)	110	101	10	99	103	-24	105	97	1.2	18	5
CCc1nnc(NC(=O)CCn2cnc3ccccc3c2=O)s1	106	104	11	107	106	-9	104	98	0.3	12	3
CCN(CC)CCCC(C)NC(=O)c1ccc(C(F)(F)F)cc1 (stereo not given)	96	98	24	99	98	nt	101	96	-0.4	61	-1
Cc1ccc(S(=O)(=O)CNC(=S)c2cccc(C)c2)cc1	95	98	36	102	98	4	99	96	-0.8	16	-2
COCCN1C(=O)c2cc(C(=O)Nc3ccc(OC)c(OC)c3)ccc2C1Nc1ccc(OC)c(OC)c1 (stereo not given)	95	90	10	93	91	-9	92	93	1.8	9	35
COc1ccc(-c2ccc(/C=C(\NC(=O)c3ccccc3)C(=O)N3CCOCC3)o2)cc1	100	95	10	95	93	-8	95	97	0.3	54	3
Clc1ccc(Oc2nc3ccccc3n3cccc23)cc1	96	99	15	98	100	nt	97	96	-2.9	28	-3
CCn1c(NC(C)=O)nc2ccccc21	97	102	17	103	100	nt	106	100	0.8	22	1
CCN(CC)CCNC(=O)C1c2cc(OC)c(OC)cc2C(=O)N2CCc3ccccc3C12 (stereo not given)	100	100	10	101	102	nt	105	99	-0.2	12	-1
COc1ccc2cc3cc(C(=O)Nc4ccccc4N4CCN(C)CC4)oc3nc2c1	99	99	12	96	101	nt	101	99	47*	28	53
COC(=O)c1cc(NS(=O)(=O)c2ccc(NCc3cccnc3)c(N)c2)cc(C(=O)OC)c1	101	100	3	100	100	14	103	100	0.4	15	2
NC(=O)COC(=O)c1cc(Cl)cc(Cl)c1N	96	96	9	95	95	12	100	96	0.1	10	5
CC1=C(C(=O)OC(C)C)C(c2ccc(Br)s2)NC(=O)N1 (stereo not given)	101	102	11	103	100	nt	102	99	0.8	30	3
C=C(C)CNC(=S)NNC(=O)c1ccco1	101	101	37	101	99	nt	108	101	0.6	48	3
COc1ccccc1-c1nnc(SCC(=O)Nc2c(Cl)cccc2Cl)o1	95	98	15	99	97	-27	96	95	-2.2	23	2
COc1cccc(C(c2nnnn2CCc2ccccc2)N2CCN(c3ccccc3)CC2)c1OC (stereo not given)	98	100	37	101	100	nt	107	96	8.3	18	28
Cc1cccc(OCC(=O)Nc2ccc3c(c2)OCO3)c1C	101	100	7	99	101	nt	103	99	1.1	13	40
CC(=C/c1ccco1)/C=N/N1CCN(c2ccccc2)CC1	99	101	9	102	102	-1	100	98	-0.1	18	0
CCOc1ccc(Nc2n[nH]c(=S)s2)cc1	95	97	11	103	97	0	101	99	-0.5	11	-2
Nc1nc(Nc2ccccc2)nc(N2CCOCC2)c1[N+](=O)[O-]	96	99	20	99	98	nt	103	100	0.0	9	64
COc1ccc(-c2cc(C)nc3nc(N)nn23)cc1	99	98	8	98	98	nt	98	97	0.7	10	6
O=C(NC1CC2CCC1C2)c1ccc(CN2CCOCC2)cc1 (stereo not given)	101	98	10	100	98	nt	103	100	0.3	33	0
Cc1[nH]c2ccccc2c1C(=O)COc1ccccc1F	102	98	14	96	97	-1	100	97	0.5	16	6
CCOC(=O)c1cc(NC(=O)NCc2ccco2)c(C)nc1C	100	104	7	104	102	nt	101	101	0.9	19	4
CC1CCN(C(=O)CN(c2ccc(Oc3ccccc3)cc2)S(C)(=O)=O)CC1	105	102	13	100	102	-39	108	99	1.3	35	8
Cc1cc(NC(=O)CN2CCCCC2)no1	97	95	21	92	94	nt	99	95	0.2	13	0
COc1cc(C(C#N)N2CCOCC2)ccc1O (stereo not given)	101	106	14	104	104	-4	106	100	0.2	19	3
CCCCn1c(=O)c(CCC(=O)OCC(=O)NCc2ccc(OC)c(OC)c2)nc2ccccc21	?	?	24	?	?	17	?	?	1.1	11	3
O=C(NC1CCCC1)C1CCN(c2nccs2)CC1	101	102	7	103	99	27	109	98	0.8	35	2
Cc1ccc(Cn2c(O)c(N=O)c3ccccc32)cc1	109	100	9	95	97	-5	103	92	0.9	14	4
CCOP(=O)(OCC)C(NC(=O)/C=C/c1ccc(OC)cc1)c1ccccc1 (stereo not given)	108	98	5	100	101	15	102	94	0.5	21	4
Next part
SMILES	Rab7 wt GTP bind	HRas wt GTP	Avidin bead fluor	Cdc42 wt	Rab2A wt mod	Pf gametocyte	Rac1 wt modul	Rac1 mut GTP	ABCB1 inh	GSH bead fluor	ABCG2 block
Cc1cc(Nc2ccccc2)nc(N2CCOCC2)n1	97	101	33	104	101	4	105	101	0.4	23	2
CC(C)COc1ccc(/C(=N/O)c2ccccc2)cc1	102	102	14	104	101	nt	105	100	1.0	33	-1
Cc1cc(C(=O)COC(=O)C2=NNC(=O)CC2)c(C)n1-c1cccc(C(F)(F)F)c1	99	100	36	101	98	1	98	99	0.3	18	1
COc1ccc(S(=O)(=O)Nc2cccc(F)c2)cc1C	93	92	8	92	94	nt	91	94	0.0	8	-1
O=C1C=C(Nc2ccc(Cl)cc2)CC(c2ccco2)C1 (stereo not given)	94	100	5	99	100	nt	105	97	0.3	19	5
COc1ccc(C=O)cc1CSc1nnc(COc2cccc3cccnc23)o1	92	101	5	101	98	0	103	97	2.6	14	21
O=C(NCC1OCCc2ccccc21)c1ccc(NC(=O)c2ccc(Cl)cc2Cl)cc1 (stereo not given)	91	93	190*	93	94	nt	97	95	95*	17	111*
